12-LOX inh – Primary qHTS assay for inhibitors of human arachidonate 12S-lipoxygenase (ALOX12): Round 2. Polyunsaturated fatty acid lipoxygenase ALOX12 (Homo sapiens), P18054. purified 12hLO, xylenol orange hydroperoxide absorbance. Potency, µM (highest dose often 108 µM), for inactives: top-dose activity change, negative = inhibition, most hits filed as inhibitors. 580,000 tested, 1.1% active. AID 1671190, 2021; note: % is set by controls: 0 for no effect and ±100 for the full control effect
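Hydroperoxide product was detected by ferrous iron/xylenol orange as the 573 to 405 nm absorbance ratio. Arachidonic acid at 40 uM (final) was turned over for 30 min at room temperature by 150 nM human 12hLO, pH 7.0 Hepes buffer, after 15 min compound preincubation.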
RGS4 inhibitor – Inhibitors of Regulator of G Protein Signaling (RGS) 4: qHTS; AID 504845, 2011; Transcreener GDP fluorescence polarization, RGS4-accelerated GTP hydrolysis; Potency, µM (series often up to 114 µM), for the others: at the highest dose activity change, negative = inhibition, hits mostly inhibitors; 390,000 tested, 0.039% active; Regulator of G-protein signaling 4 (Homo sapiens), P49798; note: % is set by controls: 0 for no effect and ±100 for the full control effect; nearly all actives have a fitted effect of over 75% in size; some results filed as inactive show a strong effect at the top dose
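MLSMR compounds (23 nl, pin-transferred) preincubated 10 min at room temperature with a 500nM (2x) first reagent, then RGS4 at 900nM (2x) plus Transcreener GDP mix added; fluorescence polarization (620/688 nm) read before and after 90 min at 30 °C.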
Pin1 inh – qHTS Assay to Find Inhibitors of Pin1; Peptidyl-prolyl cis-trans isomerase NIMA-interacting 1 (Homo sapiens), Q13526; Pin1 FP peptide displacement, HiFluor488, 10 min; Potency, µM (highest dose often 115 µM), for inactives: at the highest dose activity, negative = inhibition, hits mostly inhibitors; 390,000 tested, 0.009% active; AID 504891, 2011; active = well fitted inhibition curve with a large enough effect in the polarisation, with a control signal flat, not every such curve was filed as active; inconclusive = small, poorly fitted or top-dose-only effect, or effect the other way, or a change in a side signal; inactive = no such curve, though single readings can be large or run the other way; the % refers to the polarisation; note: % is set by controls: 0 for no effect and ±100 for the full control effect
GLS inh – qHTS for Inhibitors of Glutaminase (GLS); Glutaminase kidney isoform, mitochondrial (Homo sapiens), O94925; GLS enzymatic activity, qHTS titration; Potency, µM (series often up to 45.5 µM), for inactives: top-dose activity change, negative = inhibition, actives largely listed as inhibitors; 410,000 tested, 0.21% active; AID 624170, 2012; note: % is set by controls: 0 for no effect and ±100 for the full control effect
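Glutamate formation by hKGA was monitored fluorometrically using coupled glutamate oxidase, HRP and Amplex Red. Substrate was added as 1 mM L-glutamine solution; incubation was 30 min at RT after an initial read.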
JMJD2A Tudor inh – qHTS Assay for Inhibitors of JMJD2A-Tudor Domain. Potency, µM (top dose mostly 114 µM), for the others: at the top dose activity change, negative = inhibition, actives largely listed as inhibitors. AlphaScreen JMJD2A-Tudor / H3K4me3 peptide binding. 390,000 tested, 4.4% active. Lysine-specific demethylase 4A (Homo sapiens), O75164; note: % is set by controls: 0 for no effect and ±100 for the full control effect; nearly all actives have a fitted effect of over 50% in size
Target sequence (O75164 whole entry, looked up, the tested form may be a part): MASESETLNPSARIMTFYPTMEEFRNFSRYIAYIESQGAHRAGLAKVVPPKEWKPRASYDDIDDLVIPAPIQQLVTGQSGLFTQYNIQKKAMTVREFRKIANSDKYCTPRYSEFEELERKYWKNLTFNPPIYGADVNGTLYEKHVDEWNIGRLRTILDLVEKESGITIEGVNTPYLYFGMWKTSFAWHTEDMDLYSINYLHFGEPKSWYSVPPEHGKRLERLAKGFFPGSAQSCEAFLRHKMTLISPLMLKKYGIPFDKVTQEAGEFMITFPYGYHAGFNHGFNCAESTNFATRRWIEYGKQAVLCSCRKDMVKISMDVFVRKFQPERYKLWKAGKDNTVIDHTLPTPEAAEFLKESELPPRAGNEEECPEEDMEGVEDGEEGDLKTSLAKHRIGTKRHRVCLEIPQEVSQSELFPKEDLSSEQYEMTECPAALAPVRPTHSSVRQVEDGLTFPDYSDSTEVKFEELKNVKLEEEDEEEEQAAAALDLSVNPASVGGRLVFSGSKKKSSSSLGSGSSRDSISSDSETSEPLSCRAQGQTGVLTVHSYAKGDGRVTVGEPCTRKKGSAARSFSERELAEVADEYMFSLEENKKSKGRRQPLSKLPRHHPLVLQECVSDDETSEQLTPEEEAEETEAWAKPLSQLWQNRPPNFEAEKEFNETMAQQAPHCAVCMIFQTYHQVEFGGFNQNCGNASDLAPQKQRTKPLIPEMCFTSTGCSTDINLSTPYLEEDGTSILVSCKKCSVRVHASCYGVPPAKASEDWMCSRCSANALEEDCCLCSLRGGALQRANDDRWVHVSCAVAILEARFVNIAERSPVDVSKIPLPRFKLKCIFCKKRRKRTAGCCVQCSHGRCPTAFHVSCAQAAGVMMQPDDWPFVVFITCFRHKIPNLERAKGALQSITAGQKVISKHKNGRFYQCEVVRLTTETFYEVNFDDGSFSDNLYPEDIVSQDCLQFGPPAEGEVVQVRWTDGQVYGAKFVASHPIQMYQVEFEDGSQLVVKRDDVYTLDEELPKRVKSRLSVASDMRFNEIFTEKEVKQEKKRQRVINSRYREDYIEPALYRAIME
Tb PGK inh – qHTS Assay to Find Inhibitors of Phosphoglycerate Kinase | Phosphoglycerate kinase, glycosomal (Trypanosoma brucei brucei), P07378 | 380,000 tested, 0.043% active | Potency, µM (top dose mostly 57.5 µM), for inactives: at the top dose activity change, negative = inhibition, hits mostly inhibitors | PGK/GAPDH coupled, Kinase-Glo luminescence, 60 min; note: % is set by controls: 0 for no effect and ±100 for the full control effect; nearly all actives have a fitted effect of over 60% in size
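Luminescent ATP detection (Kinase-Glo Plus) follows a 60-minute room-temperature incubation, with wells lacking PGK as controls. Buffer: 100 mM TEA (pH 7.6), 5 mM MgCl2, 0.01% Tween-20. Coupling enzyme GAPDH (100 nM final) supplies unstable 1,3-BPG in-well.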
HP1b chromo inh – HTS for Inhibitors of HP1-beta Chromodomain Interactions with Methylated Histone Tails | 390,000 tested, 0.56% active | AlphaScreen HP1-beta / biotin-H3K9me3 peptide binding | Chromobox protein homolog 1 (Homo sapiens), P83916 | Potency, µM (series often up to 114 µM), for inactives: at the top dose activity change, negative = inhibition, actives largely listed as inhibitors; note: nearly all actives have a fitted effect of over 70% in size; inactives centre near 23
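HP1-beta protein (50 nM final) preincubated 30 min at room temperature with biotinylated H3(1-18)K9me3 peptide (50 nM) in PBS pH 7.4, 0.01% Tween-20, then compound added for 30 min. AlphaScreen streptavidin donor/nickel chelate acceptor beads (10 ug/mL final), 30 min dark, luminescence read.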
ERG-DNA inh – qHTS for Small Molecule Inhibitors of the ERG Ets/DNA interaction; Transcriptional regulator ERG (Homo sapiens), P11308; fluorescence polarization, His-ERG Ets domain / labelled DNA; Potency, µM (series often up to 76.9 µM), inactives show at the top dose FP activity, negative = inhibition, actives largely listed as inhibitors; 370,000 tested, 0.028% active; AID 624246, 2012; active = well fitted inhibition curve with a large enough effect in the polarisation, with a control signal flat; inconclusive = small, poorly fitted or top-dose-only effect, or effect the other way, or a change in a side signal; inactive = no such curve, though single readings can be large or run the other way; the % refers to the polarisation;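 note: polarization taken with two DNA probes labelled with fluorescein and Texas red; % of control where 0% means no effect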
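His-tagged ERG Ets domain (1 uM in the protein solution; 300mM KCl, 50mM Tris-HCl, 1mM EDTA, 1mM DTT, pH 7.5) received compound, then a probe mix of 5 nM fluorescein-DNA and 100nM Texas-615-DNA. Fluorescence polarization was read for both dyes.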
rTrxR1 inhibitor – qHTS Assay for Inhibitors of Mammalian Selenoprotein Thioredoxin Reductase 1 (TrxR1): qHTS; 390,000 tested, 1% active; Potency, µM (series often up to 114 µM), for the others: at the highest dose activity change, negative = inhibition, most hits filed as inhibitors; recombinant rTrxR1, NADPH fluorescence consumption, selenite substrate; note: % is set by controls: 0 for no effect and ±100 for the full control effect; nearly all actives have a fitted effect of over 65% in size
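Rat TrxR1 (90 nM in the dispensed reagent) was pre-reduced with 400 uM NADPH for 5 min at room temperature, then incubated with compound for 15 min. After 400 uM selenite was added, NADPH fluorescence (Ex 340/Em 450 nm) was followed for 8 min.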
An asterisk follows results filed as active; i = inactive; ? = inconclusive; . = not tested or not shown; & = joins results of further samples; [ ] = remark or other dose. Unless noted, calls come from the whole dose curve; as a rule, active = well fitted curve in the direction sought with a large enough effect; inconclusive = small, poorly fitted or top-dose-only effect, or another doubt; inactive = no such curve, though single readings can be large; an effect the other way counts as inactive or inconclusive. Potency is the fitted concentration of half-maximal effect. A portion of the library, so the mix of outcomes need not match the whole.

SMILES	12-LOX inh	RGS4 inhibitor	Pin1 inh	GLS inh	JMJD2A Tudor inh	Tb PGK inh	HP1b chromo inh	ERG-DNA inh	rTrxR1 inhibitor
Cc1ccc(CSCC(=O)N2CCN(Cc3ccc4c(c3)OCO4)CC2)cc1	24.6%	-23.3%	1.2%	14.0%	-19.5%	-0.4%	18.7%	-4.9%	4.9%[57.1 µM]
C=C1CCN(C(Cc2ccccc2)C(=O)O)S(=O)(=O)c2ccccc21 (stereo unspecified)	.	-4.6%	-7.3%	.	0.7%	.	35.4%	.	?
COc1ccc(OC)c(NC(=O)CCn2cnnn2)c1	-4.1%	17.1%	-2.9%	-2.6%	-12.7%	-7.7%	2.5%	-7.4%	13.3%
COc1cc2c(cc1OC)C(COc1ccc(F)cc1)N(C(=O)Cc1ccc(F)cc1)CC2 (stereo unspecified)	6.6%	3.2%	13.0%	-1.7%	-27.5%	0.7%	24.5%	1.5%	-14.6%[57.1 µM]
CC(C)(C)C(=O)Nc1cc(NC(=O)C(C)(C)C)cc(C(=O)Nc2cc(C(=O)O)cc(C(=O)O)c2)c1	-13.8%	16.7%	-2.7%	23.4%	-10.5%	-2.8%	-1.9%	1.9%	7.1%[57.1 µM]
CCn1c(=O)n(CC)c2cc(S(=O)(=O)NCCOc3ccccc3)c(C)cc21	-17.4%	-2.1%	0.4%	0.8%	-4.4%	-3.3%	6.9%	0.6%	-12.0%[57.1 µM]
O=C(CSc1ncnc2c1cnn2-c1ccc(F)cc1)NCc1ccc2c(c1)OCO2	-0.4%	11.8%	2.4%	-0.6%	-20.5%	-1.0%	21.1%	9.2%	6.2%
CCN(c1ccccc1)S(=O)(=O)c1ccc(Cl)c(NC(=O)CN(C)Cc2cccc(F)c2)c1	135.3%[activator]	-30.7%	5.3%	1.0%	0.8%	-9.6%	33.8%	0.3%[15.4 µM]	-20.6%
CC1CCCN(C(=O)CCS(=O)(=O)c2cc3c(cc2Cl)NC(=O)CO3)C1 (stereo unspecified)	18.9%&-21.1%	-13.5%&-4.6%	-4.1%&6.9%	0.3%&0.6%	-4.9%&12.5%	-0.7%	37.6%&44.5%[activator]	-14.8%&0.9%	2.6%[57.1 µM]
CN1c2ccccc2N(C)C1c1c(O)ccc2ccccc12	8.0%	-9.1%	0.0%	-1.1%	-18.2%	1.4%	3.6%	-3.0%	13.4%
CCOC(=O)C1=C(c2ccccc2)Nc2ncnn2C1c1ccc(OC)c(OC)c1OC (stereo unspecified)	0.5%	-10.8%	-0.5%	3.3%	-12.9%	.	20.9%	-3.5%	0.7%
CC(=O)c1cccc(Nc2c3c(nc4ccccc24)CCC3)c1	?	-16.4%	-0.6%	13.5%	-28.8%	i	19.9%	8.0%	17.8%
CN1CCN(C(c2ccc(F)cc2)c2ccc3cccnc3c2O)CC1 (stereo unspecified)	.	-2.7%	2.2%	-8.1%	9.3%	-9.0%	46.6%[activator]	-8.5%	22.8%
CCOC(=O)C1CN(S(=O)(=O)c2ccc(F)cc2)C1	0.0%	10.6%	4.4%	-4.5%	-11.8%	3.6%	19.4%	5.7%	-16.9%
COc1ccc(NC(=O)c2cncn2-c2ccccc2)cc1	7.0%	-19.7%	-4.1%	-11.7%	-4.2%	i	-21.0%	-8.9%	5.5%[57.1 µM]
Cc1noc(N)c1C1(O)C(=O)Nc2c(Cl)cc(Cl)cc21 (stereo unspecified)	-8.5%	6.3%	-54.5%	-2.3%	-8.3%	6.7%	29.6%	2.5%	-1.0%
CC(=O)OC(C(=O)NCS(=O)(=O)c1ccc(C)cc1)c1cccnc1 (stereo unspecified)	?	-17.4%	-1.7%	5.3%	-23.8%	i	58.5%[activator]	-1.5%	-13.9%
COc1ccc(C2COc3cc(O)ccc3C2)c(OC)c1O (stereo unspecified)	35.5µM*	-16.6%	-0.5%	6.4%	-27.2%	-3.7%	-37.3%	15.6%	14.0%
CC1CN(C(=S)Nc2ccc(S(N)(=O)=O)cc2)CC(C)O1 (stereo unspecified)	-0.5%	21.1%	-0.2%	0.3%	-1.4%	-7.4%	29.5%	1.6%	-16.9%
COc1ccc(NC(=O)CSc2nnc(-c3ccco3)n2C)cc1	-21.4%	-0.9%	-6.5%	-11.2%	-16.8%	1.8%	21.6%	-2.5%	-8.0%
Cc1[nH]nc(SCC(=O)N2CCCCCC2)c1[N+](=O)[O-]	8.6%	-0.1%	0.9%	6.3%	-21.1%	0.2%	21.0%	-7.4%	-0.5%
O=C(NC1CCN(S(=O)(=O)c2ccccc2)CC1)c1cccc(F)c1	3.1%	-17.9%	2.4%	-9.3%	-2.0%	6.5%	30.2%	14.3%	7.5%[57.1 µM]
Cc1ccc2c(c1)nnn2C1CCN(CC(=O)Nc2ccc(F)cc2)CC1	-5.5%	-15.2%	-0.3%	-9.4%	6.9%	-8.1%	33.9%	-16.2%	14.1%
Cn1c(=O)c2c(nc(SCC(=O)O)n2Cc2cc3c(cc2Cl)OCO3)n(C)c1=O	?	?	-1.8%	-26.2%	44.7µM*	-0.6%	58.1%[activator]	-1.1%	-5.5%
CCOC(=O)CN(C(=O)CSc1nnc(-c2ccc(OC)c(OC)c2)o1)c1ccccc1	0.2%	6.8%	-6.3%	2.8%	-6.0%	-2.5%	30.7%	-3.1%	-6.5%
O=C(COc1ccccc1)N(Cc1ccccc1)c1nc(-c2ccccc2)cs1	1.7%	-39.8%	5.2%	-3.8%	-4.0%	-11.2%	19.3%	3.0%	4.9%
C=C1c2ccccc2S(=O)(=O)N(Cc2ccccc2)C1COCc1ccccc1 (stereo unspecified)	0.0%	18.5%	17.7%	-3.5%	17.7%	-1.4%	63.7%[activator]	-1.0%	-6.9%
NNC(=O)CCc1ccc(S(=O)(=O)N2CCOCC2)cc1	26.1%	-1.1%	0.2%	8.3%	5.4%	i	77.1%[activator]	-3.3%	30.8%
CC(C)(C)NC(=O)C(c1ccco1)N(Cc1ccc2c(c1)OCO2)C(=O)c1snc(C(N)=O)c1N (stereo unspecified)	0.0%	-3.3%	-0.3%	-1.5%	-11.0%	11.6%	11.9%	2.6%	0.8%
COc1ccccc1CNC(=O)C(=O)NCC1OCCN1S(=O)(=O)c1ccccc1 (stereo unspecified)	14.0%	3.6%	?	-2.8%	-15.2%	-2.9%	6.4%	-3.6%	-12.3%
COC(C(=O)Nc1ccc(NC(=O)C(OC)c2ccccc2)cc1)c1ccccc1 (stereo unspecified)	0.0%	-24.9%	1.5%	-13.7%	2.8%	i	53.5%[activator]	9.0%	16.8%
CCN(CC(=O)NC1CCS(=O)(=O)C1)S(=O)(=O)c1ccccc1 (stereo unspecified)	16.0%	8.1%	0.1%	11.7%	-1.4%	8.4%	24.7%	-2.5%	3.3%
Cc1cc(C)n(-c2cc(C(C)(C)C)nc3c(-c4ccc(Cl)cc4)cnn23)n1	0.0%	-23.4%	-7.5%	2.6%	4.9%	-5.0%	59.6%[activator]	0.5%	-0.3%[11.4 µM]
COc1ccccc1NS(=O)(=O)c1ccc(O)c(C(=O)OCC(=O)N2c3ccccc3CC2C)c1 (stereo unspecified)	-8.4%	-12.3%	28.1%	8.2%	-24.7%	-0.8%	9.8%[57 µM]	-6.2%	9.2%
CCC(CO)Oc1cc(NCc2cccc(F)c2)c2ncn(C(C)C)c2c1 (stereo unspecified)	-21.4%	-21.7%	11.5%	21.9%	?	5.3%	-22.3%	-1.4%	?
CCOC(=O)c1[nH]c(C)c(C(=O)OCC(=O)N2CC(=O)Nc3ccccc32)c1C	8.4%	-22.6%	2.0%	-10.3%	?	i	3.8%	-3.3%	11.7%[57.1 µM]
CCOc1ccc(NC(=O)C(=O)N/N=C\c2ccc(CNS(=O)(=O)c3ccccc3)o2)cc1	-29.7%	-41.9%	8.6%	-3.0%	-6.0%	-1.2%	45.8%[activator]	-1.8%	17.0%
COc1ccc(Cl)cc1NC(=O)Nn1cnnc1	0.0%	29.7%	1.1%	2.2%	-2.2%	4.4%	17.9%	-7.5%	12.1%[57.1 µM]

High-throughput results from PubChem.
